# M. tuberculosis HTS: M. tuberculosis growth inhibition, HTS (AID 449762). inhibition, % at 25 µM, or IC50 in µM where a hit was titrated. M. tuberculosis H37Rv growth inhibition, 7H9 media; higher % means a stronger effect. 0.59% of 330,000 active; in the data active = a potency from the dose series; inconclusive = inhibition above about 70% without an active follow-up result;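 also: bacterial growth assessed after seven days of incubation; strong numbers were not always called active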
# inhibitors of VEEV: inhibitors of VEEV TC-83 cytopathic effect, confirmation, Vero cells (AID 588727); Vero cells, VEEV TC-83 cytopathic effect inhibition; higher % means a stronger effect; 0.13% of 350,000 active; one-dose inhibition, % at 20 µM; IC50 in µM for titrated hits; in the data active = a potency from the dose series; inconclusive = inhibition mostly from about 14% at the one dose, without a potency; inactive = the rest, 99 in 100 with inhibition below about 12%; also: strong numbers were not always called active
# H1N1 NS1A inhibition: NS1A inhibition, H1N1 influenza, cell based functional assay (AID 504329). NS1A functional cell-based assay, percent inhibition; higher % means a stronger effect. inhibition, % at 12.5 µM; hits with a dose series show IC50 in µM. 0.3% of 340,000 active; in the data active = a potency from the dose series; inconclusive = inhibition above about 27% without an active follow-up result; also: strong numbers were not always called active
# PhoP GFP inhibition: Inhibition of PhoP regulon, Salmonella typhi GFP reporter cells, confirmation, 4 h (AID 1850); Salmonella Typhi PhoP-promoter GFP reporter, fluorescence, 4 h; higher % means a stronger effect; one-dose inhibition, % at 50 µM; IC50 in µM for titrated hits; 0.33% of 310,000 active; in the data active = a potency from the dose series; inconclusive = inhibition mostly from about 25% at the one dose, without a potency; inactive = the rest, 99 in 100 with inhibition below about 19%;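 also: 0% = induced wells with vehicle and 100% = uninduced wells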
# M. tuberculosis: growth inhibition of non-replicating M. tuberculosis (AID 488890) | Mycobacterium tuberculosis non-replicating, growth inhibition; higher % means a stronger effect | inhibition, % at 25 µM, or IC50 in µM where a hit was titrated | 0.39% of 320,000 active; in the data active = a potency from the dose series; inconclusive = inhibition mostly from about 82% at the one dose, without a potency; inactive = the rest, 99 in 100 with inhibition below about 76%;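 also: plate controls were DMSO cells for no effect and high antibiotic wells for full effect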
# inhibitors of VEEV 10K pilot screen: second read-out of inhibitors of VEEV, no call of its own (marks repeat the call); inhibition, %; measured here: 10K pilot screen inhibition
# Numbers without * were called inactive; i = inactive; ? = inconclusive; nt = no result given.
SMILES,M. tuberculosis HTS,inhibitors of VEEV,H1N1 NS1A inhibition,PhoP GFP inhibition,M. tuberculosis,others
C=CCn1c(Cc2ccc(OCC)cc2)nnc1SCC(N)=O,-1%,3.1%,-2%,-18%,0%,
O=C(Nc1ccccc1N1CCCC1)C1CCN(C(=O)c2ccc(Cl)cc2)CC1,-1%,5.0%,3%,5%,20%,
Cc1nn(-c2ccccc2)c(C)c1NC(=O)COC(=O)CCCOc1ccccc1,-6%,2.0%,-2%,4%,13%,
Cc1ccc(S(=O)(=O)N2CCN(C(=O)c3c(C)nn(-c4ccccc4)c3Cl)CC2)cc1,-4%,5.1%,-2%,-5%,-20%,
CC(C(=O)O)n1c(C(F)(F)F)nc2ccccc21 (stereo not given),-6%,3.5%,1%,0%,-2%,
CCOC(=O)c1cccc(NC(=O)c2c(NCc3ccccc3)[nH]c(=O)[nH]c2=O)c1,?,3.5%,5%,-26%,9%,
COc1ccc(-c2cnc3ncnn3c2N)cc1,-1%,0.2%,11%,4%,11%,
COc1ccc(C(=O)/C=C/C(=O)N(CC(=O)NC2CCCCC2)Cc2ccccc2)c(O)c1,nt,9.0%,-12%,nt,nt,
CCCc1nc2ccccc2c2nc(N)nn12,-11%,0.8%,7%,-3%,-13%,
CCCOC(=O)c1ccc(NC(=O)Oc2ccccc2)cc1,?,0.3%,23%,-4%,?,
COc1ccc(C2CC(c3ccccc3)=NN2C(=O)COC(=O)c2nc3nccc(C)n3n2)cc1 (stereo not given),2%,0.7%,-1%,5%,28%,
Cc1ccc(C(=O)NCCc2sc(C)nc2C)cc1,-3%,0.2%,5%,6%,14%,inhibitors of VEEV 10K pilot screen=1.1
CN(C)CCN1C(=O)c2cccc3cc([N+](=O)[O-])cc(c23)C1=O,nt,2.5%,3%,nt,nt,
CCOC(=O)CNC(=O)CN1CCC(c2nc3ccccc3[nH]2)CC1,1%,2.7%,3%,-8%,nt,
COc1ccc(S(=O)(=O)N2CCCCCC2)cc1NC(=O)CN1C(=O)CNC1=O,3%,3.7%,-8%,nt,13%,

# Compounds listed so far that have an NH in an aromatic ring (2):
SMILES,M. tuberculosis HTS,inhibitors of VEEV,H1N1 NS1A inhibition,PhoP GFP inhibition,M. tuberculosis,others
CCOC(=O)c1cccc(NC(=O)c2c(NCc3ccccc3)[nH]c(=O)[nH]c2=O)c1,?,3.5%,5%,-26%,9%,
CCOC(=O)CNC(=O)CN1CCC(c2nc3ccccc3[nH]2)CC1,1%,2.7%,3%,-8%,nt,

# The listing continues:
SMILES,M. tuberculosis HTS,inhibitors of VEEV,H1N1 NS1A inhibition,PhoP GFP inhibition,M. tuberculosis,others
O=C(NCc1cccnc1)/C(=C/c1ccc(-c2cccc(C(F)(F)F)c2)o1)NC(=O)c1ccccc1,12%,i,-2%,-2%,18%,
COc1ccc(-c2ccc3oc(-c4ccc(OC)cc4)c(C#CC4(O)CCCCC4)c3c2)cc1,61%,1.2%,5%,-4%,9%,
CCCCc1c(O)cc(C)[nH]c1=O,-8%,0.9%,-22%,-18%,13%,
CCSc1nc(-c2cccnc2)ccc1C#N,2%,3.3%,-9%,-6%,25%,
CCOC(=O)c1ccc(CNC(=O)C2CCC(=O)N(Cc3cccc(OC)c3)C2)o1 (stereo not given),-13%,3.5%,-2%,-15%,-12%,
CC(=O)Nc1ccc(C(=O)N/N=C/c2cccnc2)cc1,2%,0.9%,4%,1%,-7%,
CCOC(=O)c1oc2ccc(S(=O)(=O)n3nc(-c4cc(OC)c(OC)c(OC)c4)cc3N)cc2c1C,0%,1.7%,-6%,2%,24%,
CC(C)(C)c1ccc(S(=O)(=O)N2CCCCC2C(=O)NCc2ccccn2)cc1 (stereo not given),-5%,i,5%,-17%,52%,
COc1ccc(/C=N/Nc2nc(-c3ccc(Cl)cc3)cc(C(F)(F)F)n2)c(OC)c1,6%,0.9%,-1%,-6%,17%,
Cc1noc(C)c1S(=O)(=O)Nc1ccc2c(c1)C(=O)N([C@H](C)CO)C[C@H](C)[C@@H](CN(C)C(=O)NC1CCCCC1)O2,3%,i,-10%,nt,19%,
FC(F)(F)c1cccc(NC(=S)NCc2ccccn2)c1,-10%,i,-3%,2%,-1%,
CCc1ccc(NC(=O)CN(c2ccc3c(c2)OCO3)S(=O)(=O)c2c(C)noc2C)cc1,-11%,0.7%,6%,-14%,3%,
CCC1=C2CC[C@H]3C(=O)N(CC(=O)OC)C(=O)[C@H]3[C@H]2[C@@]2(C)C(=NCC(=O)OC)OC(=O)N2C1=O,1%,0.7%,-6%,-18%,-12%,
O=C(CCSc1ccc(Cl)cc1)N1CCCCCC1,-5%,2.9%,-8%,13%,7%,
CSCc1cc(N(C)c2ccccc2)nc(-c2ccccn2)n1,?,1.5%,6%,4%,?,
CCC1CCCCN1C(=S)Nc1cccc(S(=O)(=O)N(C)C)c1 (stereo not given),4%,0.2%,-3%,14%,25%,
O=C(/C=C/c1ccco1)Nc1ccc2nn(-c3ccccc3)nc2c1,2%,3.4%,-4%,5%,20%,inhibitors of VEEV 10K pilot screen=6.3
CN(C)S(=O)(=O)c1cc(NC(=O)CN2CCCc3ccccc32)ccc1Cl,-10%,2.3%,6%,0%,19%,
COc1ccc(NC(=O)CN(C)C(=O)c2ccc3ccccc3c2)cc1,nt,7.9%,5%,nt,nt,
O=C(NC(Cc1ccccc1)C(=O)O)/C(=C\c1ccccc1)NC(=O)c1ccco1 (stereo not given),-12%,0.2%,7%,-2%,-16%,
Cc1ccsc1C(=O)Nc1ccc(C(=O)O)cc1,-13%,0.9%,1%,-5%,-7%,
Cc1cc2c(=O)n(CC(=O)NCC(=O)N3CCN(Cc4ccccc4)CC3)cnc2s1,-10%,0.5%,-4%,5%,-4%,
CCn1c(C(=O)OC)cc2c1ccn2-c1ccc(F)cc1,13%,i,-7%,-3%,3%,
CC1CCCC(C)N1C(=O)COC(=O)CNC(=O)c1sc2ccccc2c1Cl (stereo not given),61%,5.8%,-15%,-4%,57%,
COc1ccccc1/C=C/C(=O)c1ccc(NC(C)=O)cc1,24%,37%,16%,-1%,70%,
COc1ccc(C(=O)NNC(=O)CSc2nnc(COc3ccccc3)n2C)cc1,-20%,0.4%,-9%,0%,17%,
CCOC(=O)C1CCN(C(=O)Nc2ccc(OC)c(OC)c2)CC1,-3%,1.2%,4%,5%,-5%,
O=C(CCNC(=O)c1ccccc1Cl)NCCc1ccc(C(F)(F)F)cc1,-2%,i,5%,10%,11%,
COc1ccc(NC(=O)NNC(=O)c2cc(C3CC3)nc3ccccc23)c(OC)c1,6%,8.6%,-9%,-4%,0%,
CCOc1ccc(N(Cc2ccc(OC)cc2)C(=O)c2ccco2)cc1,6%,i,8%,-6%,64%,

# Of the compounds above, these contain a furan ring, fused or not.
SMILES,M. tuberculosis HTS,inhibitors of VEEV,H1N1 NS1A inhibition,PhoP GFP inhibition,M. tuberculosis,others
O=C(NCc1cccnc1)/C(=C/c1ccc(-c2cccc(C(F)(F)F)c2)o1)NC(=O)c1ccccc1,12%,i,-2%,-2%,18%,
COc1ccc(-c2ccc3oc(-c4ccc(OC)cc4)c(C#CC4(O)CCCCC4)c3c2)cc1,61%,1.2%,5%,-4%,9%,
CCOC(=O)c1ccc(CNC(=O)C2CCC(=O)N(Cc3cccc(OC)c3)C2)o1 (stereo not given),-13%,3.5%,-2%,-15%,-12%,
CCOC(=O)c1oc2ccc(S(=O)(=O)n3nc(-c4cc(OC)c(OC)c(OC)c4)cc3N)cc2c1C,0%,1.7%,-6%,2%,24%,
O=C(/C=C/c1ccco1)Nc1ccc2nn(-c3ccccc3)nc2c1,2%,3.4%,-4%,5%,20%,inhibitors of VEEV 10K pilot screen=6.3
O=C(NC(Cc1ccccc1)C(=O)O)/C(=C\c1ccccc1)NC(=O)c1ccco1 (stereo not given),-12%,0.2%,7%,-2%,-16%,
CCOc1ccc(N(Cc2ccc(OC)cc2)C(=O)c2ccco2)cc1,6%,i,8%,-6%,64%,

# Additional results
SMILES,M. tuberculosis HTS,inhibitors of VEEV,H1N1 NS1A inhibition,PhoP GFP inhibition,M. tuberculosis,others
CN(CC#CCC(c1ccccc1)c1ccccc1)C(C)(C)C,-4%,i,10%,4%,28%,
CC(C)Cn1c(CN2CCN(C(=O)c3ccco3)CC2)nc2c1c(=O)n(C)c(=O)n2C,0%,0.9%,2%,-3%,6%,
COCCNC(=O)c1c(CSc2ccc(Cl)cc2)noc1C(=O)NCc1ccccc1,5%,1.0%,-2%,-2%,-14%,
C(#CCN1CCOCC1)COC/C=C/c1ccccc1,-2%,1.6%,0%,-1%,0%,
CCc1ccc(NC(=O)C2CCN(S(=O)(=O)c3cnc[nH]3)CC2)cc1,4%,2.4%,-2%,9%,1%,
Cc1cc(C)cc(N(C(C)C(=O)N2CCCC2)S(C)(=O)=O)c1 (stereo not given),-3%,0.1%,-3%,-1%,-4%,
CCC(C)C(NC(=O)C(C)NC(=O)CNC(=O)CNC(=O)OCc1ccccc1)C(=O)OC (stereo not given),-5%,2.0%,-16%,-2%,3%,
CCCN(Cc1ccccc1)S(=O)(=O)c1ccc(N2C(=O)CCC2=O)cc1,-4%,0.2%,1%,1%,9%,
CCC1(CC)NC(=O)N(CC(=O)OCC(=O)Nc2sccc2C#N)C1=O,-7%,1.1%,3%,-5%,-12%,
CC(C)Cn1cc(C(=O)NCC2CCCO2)c2c3ccccc3n(C)c2c1=O (stereo not given),-6%,2.1%,22%,-8%,9%,
O=C(NCc1ccco1)c1sc2cc(F)ccc2c1Cl,-5%,i,-24%,-10%,77%,
O=C(c1cc(-c2cccc(Cl)c2)nc2ccccc12)N1CCCC1,4%,9.4%,-6%,-7%,57%,
COc1ccc(CCN2C(=O)C(O)=C(C(=O)c3ccco3)C2c2cccs2)cc1OC (stereo not given),-12%,i,16%,-6%,19%,
O=C(Nc1ccnn1C1CCN(Cc2ccc(CO)o2)CC1)c1ccccc1Cl,-4%,2.4%,2%,1%,-4%,
O=C(CN1CCC(c2nc3ccccc3[nH]2)CC1)NCc1ccc2c(c1)OCO2,-6%,0.8%,18%,15%,16%,
Cc1ccc(NC(=O)[C@H](Cc2c[nH]c3ccccc23)NC(=O)[C@@H]2Cc3ccccc3CN2)c(C)c1,8%,1.9µM*,1%,9%,57%,
N#C/C(=C\c1ccccc1C(=O)O)c1nc2ccccc2[nH]1,3%,i,16%,-11%,-1%,
NNc1nc(-c2ccccc2)c2ccccc2n1,0%,2.4%,-19%,16%,17%,
Cc1c(C(=O)Oc2ccc(F)cc2)sc2ncn(Cc3cccc(F)c3)c(=O)c12,?,0.4%,8%,-3%,?,
Cc1cc(C)cc(NC(=O)Nc2ccc(NC(=O)c3ccccc3O)cc2)c1,2%,0.9%,-2%,-14%,-4%,
CCOC(=O)CNC(=S)N(Cc1cccs1)C1CCCCC1,8%,i,-7%,-2%,12%,
O=C(Cn1nc(-c2cccc(Cl)c2)ccc1=O)Nc1ccc(C(=O)NC2CC2)cc1,-1%,i,8%,-2%,10%,
O=C(NCc1ccccn1)c1ccc(/C=N/O)nc1,-2%,0.2%,2%,1%,-12%,
Cn1nnc(NC(=O)/C=C/c2ccco2)n1,-2%,0.1%,nt,10%,-7%,
OCCN(/C=N/c1nc(-c2ccc(Br)cc2)cs1)CCO,98%,3.3%,8%,-3%,12%,
O=C(c1cccc([N+](=O)[O-])c1)N1CCN(S(=O)(=O)/C=C/c2ccccc2)CC1,-6%,0.3%,-12%,nt,64%,
O=C1CC(SC(=Nc2ccccc2)Nc2ccccc2)C(=O)N1c1ccc(Cl)c(Cl)c1 (stereo not given),-1%,3.2%,3%,-5%,9%,
Cc1ccc(C2CC(c3ccc(NS(C)(=O)=O)cc3)=NN2C(=O)c2ccco2)cc1 (stereo not given),0%,9.9%,5%,-23%,-2%,
CCCCCN(C(=O)CCC(=O)OCC(=O)N(C)Cc1ccc(C)cc1)c1c(N)n(CCCC)c(=O)[nH]c1=O,1%,7.1%,12%,-9%,9%,
